GLP-1R inv ag: inverse agonists of human GLP-1 receptor. P43220. HEK293 GLP-1R CRE-luciferase, luminescence, 24 h; GLP-1R form is constitutively active. Potency, µM (titrated, usually from 38.3 µM), without a hit: at the top dose activity change, negative = inhibition, hits mostly inhibitors. 410,000 tested, 1.6% active; also: potency is read from the fitted curve at half-maximal effect; % is scaled to controls: 0 for no effect and ±100 for the full control effect; nearly all actives have a fitted effect of over 55% in size
Target sequence (P43220 whole entry, looked up): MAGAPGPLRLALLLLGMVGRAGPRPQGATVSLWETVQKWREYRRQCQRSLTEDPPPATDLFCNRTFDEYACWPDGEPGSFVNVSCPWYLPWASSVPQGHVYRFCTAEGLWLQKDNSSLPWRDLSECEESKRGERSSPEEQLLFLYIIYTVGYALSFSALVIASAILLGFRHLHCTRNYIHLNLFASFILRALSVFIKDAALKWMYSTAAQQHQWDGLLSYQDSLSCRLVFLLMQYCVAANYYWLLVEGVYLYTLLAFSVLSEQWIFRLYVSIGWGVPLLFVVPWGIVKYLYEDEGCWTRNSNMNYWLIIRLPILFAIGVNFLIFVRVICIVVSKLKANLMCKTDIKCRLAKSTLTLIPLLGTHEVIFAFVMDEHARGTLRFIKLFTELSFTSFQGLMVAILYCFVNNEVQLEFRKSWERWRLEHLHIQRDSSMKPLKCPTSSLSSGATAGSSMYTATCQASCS
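Inverse agonism was detected as reduced cAMP-driven luciferase luminescence after 24 h compound treatment. The cells were HEK293 clones expressing constitutively active human GLP-1R with the reporter. Reporter-only and GPR119 cell lines served as counterscreen controls.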
D3 ag: agonists of human D3 dopamine receptor. P35462. D3R DiscoveRx beta-arrestin cells, luminescence, 90 min. max activation, %. 410,000 tested, 0.58% active; in the data active = max activation above about 30%; also: 0% is about no effect; mostly tested at two doses, the higher about 12 µM
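Cells at 1500/well, incubated overnight, then treated with pinned compounds (dopamine as control) for 90 min at 37 degrees C. DiscoveRx reagent added for 30 - 60 minutes at room temperature; luminescence read.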
TDP-43 yeast inh: rescues yeast growth from TDP-43 toxicity; Potency, µM (series often up to 46.1 µM), inactives show at the highest dose growth rescue (activation), actives largely listed as activators; 410,000 tested, 1.8% active; AID 652104; TDP-43 expressing yeast growth rescue, BacTiter-Glo, 24 h; also: potency is read from the fitted curve at half-maximal effect; % of control where 0% means no effect; nearly all actives have a fitted effect of over 50% in size
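In this qHTS, compounds that restore growth of yeast expressing TDP-43 appear as activators. Cells (OD600=0.02, galactose medium, raffinose-pregrown) are incubated with compound 24 hr at 30 deg C and growth is quantified by BacTiter-Glo.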
D3 antag: D3 dopamine receptor (human) antagonism | D3R cells, DiscoveRx beta-arrestin luminescence, antagonist mode; hits give low values | max response, negative = inhibition, % | 360,000 tested, 2.5% active; in the data active = max response below about -50%; inconclusive = no clear call, values can overlap the other calls; also: % is scaled to controls: 0 for no effect and ±100 for the full control effect; mostly tested at two doses, the higher about 12 µM
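Cells expressing the human receptor were seeded at 1500 cells/well, incubated overnight at 37 degrees C in 5% CO2, then exposed to library compounds with dopamine controls for 90 minutes at 37 degrees C before luminescent detection.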
KB-V1 MDR tox: kills drug-selected multidrug resistant KB-V1 cells. KB-V1 MDR cells viability, CellTiter-Glo, 72 h. Potency, µM (top dose mostly 46.1 µM), for inactives: top-dose activity change, negative = cytotoxicity, hits mostly cytotoxic. 400,000 tested, 3.4% active; also: potency is read from the fitted curve at half-maximal effect; % is scaled to controls: 0 for no effect and ±100 for the full control effect; nearly all actives have a fitted effect of over 60% in size
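Following 72 h at 37 degrees C with compound, KB-V1 cell viability was read by CellTiter-Glo luminescence, medium being phenol-red-free DMEM plus 10% FBS; concentration-response parameters came from normalized, curve-fitted qHTS data.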
PTHR1 agonist: activates the human parathyroid hormone receptor PTHR1; Q03431; HEK293 GP2 PTHR1 cells, GloSensor cAMP luminescence, 1 h; Potency, µM (doses to about 115 µM), inactives show top-dose activation, usual class: activators; 410,000 tested, 0.075% active; also: potency is read from the fitted curve at half-maximal effect; nearly all actives have a fitted effect of over 55% in size; some results filed as inactive show a strong effect at the top dose; inactives centre near -15; many of its hits are not listed in these tables
Target sequence (Q03431 whole entry, looked up): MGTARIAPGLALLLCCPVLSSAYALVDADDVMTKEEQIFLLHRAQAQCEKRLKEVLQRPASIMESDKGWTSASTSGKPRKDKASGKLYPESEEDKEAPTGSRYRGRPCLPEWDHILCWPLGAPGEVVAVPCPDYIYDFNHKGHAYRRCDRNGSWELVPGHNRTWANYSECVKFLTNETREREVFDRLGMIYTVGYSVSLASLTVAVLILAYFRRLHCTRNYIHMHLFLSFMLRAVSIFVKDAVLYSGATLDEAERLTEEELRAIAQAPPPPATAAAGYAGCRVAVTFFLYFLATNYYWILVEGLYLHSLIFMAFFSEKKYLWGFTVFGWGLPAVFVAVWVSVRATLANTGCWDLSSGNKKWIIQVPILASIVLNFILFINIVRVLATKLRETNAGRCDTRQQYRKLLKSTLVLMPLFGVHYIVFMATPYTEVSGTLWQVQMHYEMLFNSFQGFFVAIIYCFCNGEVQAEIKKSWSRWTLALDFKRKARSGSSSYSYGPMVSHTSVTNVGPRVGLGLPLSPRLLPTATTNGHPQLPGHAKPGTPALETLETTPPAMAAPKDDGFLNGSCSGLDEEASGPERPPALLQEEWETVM
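HEK-293-derived GP2 cells expressing PTHR1 and a GloSensor cAMP reporter, 3,000/well, plated overnight, given luciferin plus IBMX (each 0.5 mM as added) for 1 h at 37 °C, then compound for 1 h at 37 °C. Luminescence was read after 15 min at room temperature.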
GLP1R cytotox: cytotoxicity counter-screen for GLP-1 receptor inverse agonists. HEK293 cAMP-luciferase reporter cells, luminescence, 24 h. Potency, µM (highest dose often 38.3 µM), for the others: at the highest dose activity change, negative = inhibition, most hits filed as inhibitors. 410,000 tested, 0.13% active. AID 624418;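 also: loss of luciferase light is scored as toxicity; potency is read from the fitted curve at half-maximal effect; % is scaled to controls: 0 for no effect and ±100 for the full control effect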
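To flag toxic compounds, the library was rerun on cells for 24 hr at 37 deg C and 5% CO2. Viability-linked luminescence was captured 12 min after adding luciferase detection reagent.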
GLP1R ag: GLP-1 receptor (human) agonism; P43220; HEK293 GLP-1R CRE-luciferase, luminescence, 4-6 h; cells express a hypersensitive GLP-1R form; Potency, µM (titrated, usually from 45.6 µM), inactives show at the top dose activation, hits mostly activators; 380,000 tested, 0.007% active; AID 624172; also: potency is read from the fitted curve at half-maximal effect; % of control where 0% means no effect
aSyn yeast inh: inhibitors of alpha-synuclein toxicity in yeast; 370,000 tested, 0.14% active; Yeast expressing alpha-synuclein, growth rescue, BacTiter-Glo, 24 h; Potency, µM (doses to about 46.1 µM), without a hit: at the highest dose growth rescue (activation), hits mostly activators; also: potency is read from the fitted curve at half-maximal effect; % of control where 0% means no effect; nearly all actives have a fitted effect of over 65% in size
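Screening used galactose-induced yeast with toxic alpha-synuclein levels, exposed to compound for 24 hr at 30 deg C. Cell growth, read with BacTiter-Glo luminescence, gave the measured signal.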
The depositor's hits bear a star; i = inactive; ? = inconclusive; / = not tested or not shown; [ ] = remark or other dose. Unless noted, calls follow the shape of the dose curve; as a rule, active = well fitted curve in the direction sought with a large enough effect; inconclusive = small, poorly fitted or top-dose-only effect, or another doubt; inactive = no such curve, though single readings can be large; an effect the other way counts as inactive or inconclusive. The list is partial; the hit share may differ from the screen's.

SMILES	D3 ag	GLP-1R inv ag	GLP1R cytotox	D3 antag	aSyn yeast inh	PTHR1 agonist	TDP-43 yeast inh	GLP1R ag	KB-V1 MDR tox
COC(=O)CC1Nc2ccccc2SC1=O (stereo not given)	6	10%	-13%	7	4%	i	23%	-6%	-11%
O=C(CNC(=O)c1ccc(N2CCCC2=O)cc1)Nc1ccc(F)c(F)c1F	-9	1%	-3%	-4	2%	-21%	0%	8%	-20%
COc1ccc(Br)cc1CNC(=O)c1cc2ccccn2n1	-19	3%	1%	/	/	-10%	?	/	-9%
Cc1ccc(NC(=O)NCCN2CCN(c3ccccc3)CC2)cc1Cl	-7	?	-23%	-71*	4%	i	6%	13%	-9%
O=C(Nc1cccnc1)c1cccc(S(=O)(=O)Nc2cccc(Cl)c2)c1	2	-23%	-5%	-4	-7%	-9%	15%	-1%	15%
NC(Cc1c[nH]c2ccccc12)C(=O)Nc1ccccc1 (stereo not given)	3	6%	-5%	8	10%	-7%	1%	-2%	12%
O=C(COC(=O)C1=COCCO1)Nc1ccc(F)cc1	4	13%	7%	3	13%	i	24%	-5%	9%
CCOc1ccc(S(=O)(=O)Nc2cccc(-c3ccc(N4CCCC4)nn3)c2)cc1	-13	?	5%	/	/	i	9%	/	-46%
CC(=O)NC12CC3CC(C1)CC(C(=O)Nc1nc4c(C)cccc4s1)(C3)C2	9	?	-7%	15	11%	-48%[inhibitor]	25%	2%	2%
CC(=O)c1ccc(Nc2nc(-c3sc(C)nc3C)cs2)cc1	3	-28%	?	24	3%	-38%[inhibitor]	?	-12%	12µM*
CN(C)S(=O)(=O)c1ccc(C(=O)NCCSc2c(-c3ccc(Br)cc3)[nH]c3ccccc23)cc1	4	5%	0%	/	/	-5%	15%	/	14%
CCc1noc(C)c1C(=O)NCCN1C(=O)S/C(=C\c2ccc(OC)cc2)C1=O	22	-23%	9%	6	-7%	-36%[inhibitor]	13%	-9%	-2%
CCCCNC(=O)c1ccc2nc(CC)c(N(CC)CCN(C)C)n2c1	8	-21%	5%	26	-1%	i	19%	3%	13%
COC(=O)[C@H]1C[C@@]2(O)CN(S(=O)(=O)c3ccc(C)cc3)C[C@@]2(OC(=O)NC2CCCC2)C[C@H]1C(=O)OC	4	0%	-2%	16	1%	-20%	0%	-5%	0%
COc1cccc(NC(=O)c2cc3ccccc3cc2OC)c1	-2	-23%	-14%	1	-10%	-13%	-3%	24%	4%
CC(C)(C)c1ccc(/C=N/NC(=O)C2CCCC2)cc1	-5	?	-16%	?	-4%	i	8%	21%	8%
Cc1ccc(C)c(NC(=O)c2cc(-c3cc(C)cc(C)c3O)n[nH]2)c1	3	-27%	-1%	-4	-6%	-22%	-28%	11%	9%
CN(CCc1ccccc1)C(=O)c1ccc(NC(=O)Cc2ccc(NC(=O)C3CCCN(C(=O)c4ccccc4)C3)cc2)cc1 (stereo not given)	-32	?	2%	19	5%	-38%	22%	2%	1%
Cc1cc(C)c(-c2csc(NC(=O)c3cc([N+](=O)[O-])ccc3N3CCOCC3)n2)c(C)c1	1	8.9µM*	-12%	-11	1%	-25%	-1%	8%	?
Cc1ccc(-c2cnc(NCc3ccc(C(F)(F)F)cc3)n2C)cc1	-18	-12%	-2%	/	/	-37%[inhibitor]	3%	0%	16%
COCCn1c(SCC(=O)N2CCCC2)nnc1-c1ccco1	1	9%	0%	-12	0%	i	-12%	3%	4%
O=C(c1ccc2nc[nH]c2c1)N1CCN(c2cccc(Cl)c2)CC1	10	-19%	-4%	4	2%	-6%	6%	-3%	-5%
N#Cc1c(Cl)cccc1N1CCC(C(N)=O)CC1	-9	8%	-4%	-14	2%	-58%[inhibitor]	2%	-7%	-30%
O=C(Nc1nc(-c2ccccc2)cs1)C1CCCCN1S(=O)(=O)c1ccccc1 (stereo not given)	-1	?	-3%	23	-3%	-40%[inhibitor]	11%	1%	?
Cc1nn(CC(=O)N2c3ccccc3NC(=O)C2(C)C)c(C)c1[N+](=O)[O-]	-5	4%	4%	-20	3%	-1%	6%	-6%	10%
COC(=O)c1cc(-c2ccc(OC)c(OC)c2)n[nH]1	5	55%[activator]	-9%	32	1%	i	15%	8%	2%
CC(=O)c1ccc(NC(=O)CSc2nccn2Cc2ccco2)cc1	-8	-5%	-2%	/	/	-26%	26%	/	/
Cc1cc(NC(=O)COc2ccc(C)c(C)c2)no1	-2	1%	-5%	-6	-1%	-1%	-1%	11%	?
CC(OC(=O)C1=Cc2ccccc2OC1)C(=O)NC(C)(C)C (stereo not given)	-1	0%	-4%	11	-4%	-19%	15%	5%	-22%
CC(=O)N1c2ccc(S(=O)(=O)Nc3ccc(C)c(Cl)c3)cc2CC1C (stereo not given)	-6	-12%	-2%	/	/	-87%[inhibitor]	-13%	/	?

In another format: results already given.
Values run as follows: D3 ag | GLP-1R inv ag | GLP1R cytotox | D3 antag | aSyn yeast inh | PTHR1 agonist | TDP-43 yeast inh | GLP1R ag | KB-V1 MDR tox
- O=C(Nc1nc(-c2ccccc2)cs1)C1CCCCN1S(=O)(=O)c1ccccc1 (stereo not given)
  -1 | ? | -3% | 23 | -3% | -40%[inhibitor] | 11% | 1% | ?
- CC(OC(=O)C1=Cc2ccccc2OC1)C(=O)NC(C)(C)C (stereo not given)
  -1 | 0% | -4% | 11 | -4% | -19% | 15% | 5% | -22%

Additional records:
SMILES	D3 ag	GLP-1R inv ag	GLP1R cytotox	D3 antag	aSyn yeast inh	PTHR1 agonist	TDP-43 yeast inh	GLP1R ag	KB-V1 MDR tox
CC1(C(=O)Nc2cccc3cccnc23)CCN1Cc1ccc(-c2ccccc2)o1 (stereo not given)	4	-17%	4%	35	12%	i	24%	-4%	-15%
COc1ccc(N2C(=O)CC(N3CCN(c4ccc(S(C)(=O)=O)cc4)CC3)C2=O)cc1 (stereo not given)	-13	7%	13%	-25	1%	-23%	-8%	-8%	-18%
S=C(NN=C(C1CC1)C1CC1)Nc1ccccc1	-6	-4%	-4%	0	-1%	i	0%	-2%	19%
CCc1nc2c(OCC(=O)c3ccc(F)cc3)cccn2c1N(C)C(=O)c1ccc(OC)cc1	-6	3%	8%	-23	-5%	i	0%	-2%	4%
OCC[C@@H]1C[C@@H](O)[C@H](O)[C@@]2(CCc3ccccc3CO2)O1	6	1%	-17%	17	-1%	-22%	11%	0%	0%
O=C(Nc1cccc(Oc2c(F)c(F)c(F)c(F)c2F)c1)N1C[C@@H]2C[C@@H](C1)c1cccc(=O)n1C2	-1	2%	15%	11	8%	-30%[57.5 µM]	3%	1%	1%
CC(C)n1ncc2c(C(=O)N3CCN(Cc4ccc(Br)s4)CC3)cc(C3CC3)nc21	0	?	3%	-30	-4%[1.84 µM]	-72%[inhibitor]	-14%	-5%	4%
CCc1nc2ccccc2n2c(-c3ccc(C)cc3)c3c(=O)n(C)c(=O)n(C)c3c12	-6	8%	-4%	/	/	-11%	?	/	1%
S=c1[nH]nc(NCCCN2CCOCC2)s1	-7	18%	-1%	-6	-5%	-5%	17%	-5%	0%
Cc1cc(S(=O)(=O)c2cc3ccc(O)c(C)c3oc2=O)ccc1F	18	18%	/	132	0%	-91%[inhibitor]	-10%	-1%	-14%
CCOc1ccc(NC(=O)N(C2CCCCC2)C(C)c2ccncc2)cc1 (stereo not given)	-5	1%	1%	-5	-2%	18%	16%	-5%	-20%
Cc1cc(C(C)(C)C)cc(C)c1COC(=O)CN1C(=O)NC2(CCCC2)C1=O	-1	?	2%	-10	0%	-13%	13%	-4%	-10%
COc1ccccc1NC(=O)C1=C(C)NC(SCC(=O)Nc2ccc(C(=O)O)cc2)=C(C#N)C1c1cccs1 (stereo not given)	0	2%	-2%	7	-1%	-4%	-18%	0%	1%
Nc1nonc1-n1nnc(C(=O)N/N=C/c2cc(Br)ccc2O)c1CNc1ccccc1	9	-4%	5%	10	-4%	i	1%	0%	-17%
CC1=C(C(=O)Nc2ccccc2C)C(c2ccc(C)o2)n2c(s/c(=C/c3ccccc3)c2=O)=N1 (stereo not given)	1	?	-8%	2	11%	-42%[inhibitor]	11%	-7%	-5%
CCS(=O)(=O)Nc1cc(-c2nc3cccnc3s2)ccc1C	6	16%	-14%	6	0%	-18%	16%	3%	0%
CC(C)Oc1ccc(F)cc1-c1cc(C(=O)NCc2cccs2)[nH]n1	4	?	12%	11	28%	i	35µM*	11%	-3%
CC(=O)N1N=C(c2cccc(Cl)c2)OC1c1cccc([N+](=O)[O-])c1 (stereo not given)	10	?	-16%	-8	3%	-6%	16µM*	12%	-12%
O=C(Nc1sc2c(c1C(=O)O)CCCCC2)c1ccccc1	-14	?	-26%	-19	-27%	-35%	-15%[0.397 µM]	-2%	0%
Cc1sc(N)nc1-c1cccs1	-3	3%	-3%	-9	2%	-3%[57.5 µM]	20%	2%	16%
COc1ccc(-c2nc(NC(=O)Cn3ccc(C(F)(F)F)n3)sc2C)cc1	0	?	-19%	-18	-6%	-24%[57.5 µM]	35µM*	2%	1%
Cc1ccc(C(=O)OC2CCN(c3ccc([N+](=O)[O-])cc3)CC2)cc1	-8	5%	0%	?	-1%	-17%[57.5 µM]	-5%	-12%	0%
CNC(=O)/C(=C\c1ccco1)NC(=O)c1ccco1	-3	6%	-2%	14	1%	i	-9%	-11%	7%
CC(c1ccccc1)N1C(=O)/C(=C/c2ccncc2)SC1=S (stereo not given)	0	?	?	-16	-58%[inhibitor]	-57%[inhibitor]	-37%[inhibitor]	0%	?
O=C1c2cccc3c(Nc4ccccc4Cl)c([N+](=O)[O-])cc(c23)C(=O)N1CCO	-6	14%	-15%	?	9%	-10%	?	22%	-8%
O=C(NC(=S)NC1C2CC3CC(C2)CC1C3)c1ccccc1 (stereo not given)	-19	?	?	-27	-21%	i	-7%	2%	-3%
